Screening results (PubChem)
DNA FID counter = displaces DNA intercalator in HCV helicase counter-screen. DNA fluorescent intercalator displacement, fluorescence. 290,000 compounds, 0.17% hits. inhibition, % at 7.9 µM; in the data active means inhibition above about 37%;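 further: 0% = vehicle and 100% = reference compound; higher means more ethidium bromide displaced from hairpin DNA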
CRFR2-BP antag = blocks CRF-induced signaling of the CRF-BP/CRF-R2 complex; inhibition, % at 11.8 µM; HEK293 CRF-R2/CRF-BP, CRF-induced calcium fluorescence; 350,000 compounds, 0.59% hits;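 active means inhibition of the ligand-induced calcium signal above about 50% at the single tested concentration, limit read from the data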
MEKK2 mut-MEK5 = signal of MEK5 binding to mutant human MEKK2 PB1 domain. percent response, % at 10 µM. AID 1530. 290,000 compounds, 0.35% hits. bead flow cytometry, Alexa488-MEK5 binding to MEKK2 mutant; in the data active means percent response above about 24%, passing the limit was not always enough; further: inactives centre near 1; some results filed as inactive read as strong as hits
MEKK3 PB1 HTS = raises or lowers MEK5 binding to the human MEKK3 PB1 domain; Q99759; 290,000 compounds, 1.4% hits; AID 1529; bead-based flow cytometry, Alexa488-MEK5 binding to MEKK3; actives lie on both sides; 0 = blocked by unlabeled MEK5, 100 = vehicle; binding response (% of control), % at 10 µM;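 active means binding response more than 3 SD above or below the average of its plate-row segment, actives on both sides; inconclusive means wells at one plate position flagged as instrument error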;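 further: Alexa488 bead fluorescence after subtracting the streptavidin-only scavenger bead signal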
Target sequence (Q99759 whole entry, looked up, the tested form may be a part): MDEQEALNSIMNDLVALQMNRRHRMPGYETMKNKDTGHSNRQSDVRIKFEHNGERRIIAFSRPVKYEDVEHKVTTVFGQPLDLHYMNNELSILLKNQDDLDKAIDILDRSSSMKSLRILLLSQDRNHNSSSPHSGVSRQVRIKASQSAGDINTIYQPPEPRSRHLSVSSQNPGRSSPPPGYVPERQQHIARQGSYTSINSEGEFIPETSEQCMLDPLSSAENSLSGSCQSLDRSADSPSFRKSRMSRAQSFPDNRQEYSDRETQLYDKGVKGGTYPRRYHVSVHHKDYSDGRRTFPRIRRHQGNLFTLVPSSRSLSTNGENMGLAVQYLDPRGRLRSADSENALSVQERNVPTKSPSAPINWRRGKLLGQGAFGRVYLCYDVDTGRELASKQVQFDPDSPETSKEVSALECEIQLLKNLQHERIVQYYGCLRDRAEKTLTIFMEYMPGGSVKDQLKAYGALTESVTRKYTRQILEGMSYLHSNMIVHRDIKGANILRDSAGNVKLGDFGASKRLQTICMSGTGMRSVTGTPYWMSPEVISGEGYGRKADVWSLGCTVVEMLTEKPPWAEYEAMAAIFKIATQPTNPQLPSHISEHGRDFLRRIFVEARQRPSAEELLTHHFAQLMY
MEKK2wt PB1 HTS = raises or lowers MEK5 binding to wildtype human MEKK2 PB1 domain; 290,000 compounds, 1.1% hits; bead flow cytometry, Alexa488-MEK5 binding to MEKK2 WT; actives lie on both sides; binding response (% of control), % at 10 µM; Q9Y2U5; in the data active means binding response below about 67% or above about 130%; inconclusive means no clear call, values can overlap the other calls; inactive means in between
HCV NS3 hel inh = HCV NS3 helicase inhibition; AID 1800; NS3 helicase DNA unwinding, Cy5 molecular beacon fluorescence; 290,000 compounds, 0.56% hits; inhibition, % at 10.9 µM;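 active means inhibition above the mean of all tested compounds plus 3 SD, set per campaign, cut at about 35% in these data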;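 further: 0% = DMSO wells and 100% = thioflavine S control wells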
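assay system = NS3 helicase fragment of HCV | buffer or medium = MOPS pH 6.5, MgCl2, DTT, Tween20, BSA | timing = 60 min unwinding reaction at 25 °C after ATP addition | signal = Cy5 beacon fluorescence read at start and 1 h | read-out basis = % inhibition of unwinding | control set = low DMSO, high thioflavine S at 110 µM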
CRFR2-BP ag = CRF-BP/CRF-R2 complex agonism; AID 588473; HEK293 CRF-R2/CRF-BP, calcium dye fluorescence (FLIPR); percent of saturating CRF peptide response; activation, % at 13.2 µM; 350,000 compounds, 0.46% hits;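 active means activation of at least 50%, plus an integration ratio under a set limit after plate pattern correction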;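 further: plate controls were neutral control wells without compound for no effect and CRF at EC100 for full effect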
GalR3 antagonist = human GalR3 antagonism; O60755; HEK293 GalR3-CNG cAMP membrane potential fluorescence; galR3 body fused to GalR1 C-terminus; inhibition, % at 3 µM; 360,000 compounds, 0.44% hits; AID 651719;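 active means inhibition above the screen-wide average plus 3 SD, cut at about 13% in these data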;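 further: forskolin and galanin both at EC90 stimulate the cells; cAMP rise reported by CNG channel membrane potential dye signal; 0% = forskolin plus galanin with DMSO and 100% = forskolin alone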
SUMO HTRF inh = inhibitors of human SUMOylation (UBC9) | P63279 | HTRF SUMOylation assay, SAE1/SAE2 + UBC9, in vitro | inhibition, % at 35 µM | 290,000 compounds, 0.36% hits | AID 2006; in the data active means inhibition above about 50%, passing the limit was not always enough; inconclusive means no clear call, values can overlap the other calls; further: strong numbers were not always called active
Target sequence (P63279 whole entry, looked up): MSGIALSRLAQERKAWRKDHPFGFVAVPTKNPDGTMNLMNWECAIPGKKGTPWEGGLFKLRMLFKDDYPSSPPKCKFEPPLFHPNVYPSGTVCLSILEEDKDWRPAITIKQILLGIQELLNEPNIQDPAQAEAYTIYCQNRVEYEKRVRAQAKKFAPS
* marks the source's active call; other numbers are inactive results; ? = inconclusive; / = no result given. Not all compounds are listed; rates above refer to the full screens.

SMILES | DNA FID counter | CRFR2-BP antag | MEKK2 mut-MEK5 | MEKK3 PB1 HTS | MEKK2wt PB1 HTS | HCV NS3 hel inh | CRFR2-BP ag | GalR3 antagonist | SUMO HTRF inh
CC1CN(S(=O)(=O)c2ccc(F)cc2)C(C)N1C(=O)N1CCOCC1 (stereo not drawn) | -5 | -5 | 1 | 97 | 100 | -4 | 0.6 | -8 | 8
CCc1ccc(-n2c(=O)c3ccc(C(=O)NCCc4ccccc4)cc3n(CC(N)=O)c2=O)cc1 | -46 | 0 | 11 | 106 | 105 | 4 | 2.5 | -9 | 15
CC(C)(C)n1nc2c(c1NC(=O)Cc1cccc3ccccc13)CS(=O)C2 (stereo not drawn) | -11 | -1 | 4 | 96 | 99 | 0 | -0.2 | 5 | 6
Cc1c(CCOC(=O)C23CC4CC(CC(C4)C2)C3)sc[n+]1CC#N | -1 | 0 | 0 | 98 | 103 | -18 | -1.1 | 2 | -16
O=C(COCc1cc(-c2ccc3c(c2)OCO3)on1)N1CCCCC1 | -18 | 0 | 0 | 100 | 103 | 5 | -2.0 | 3 | 12
CN1C(=O)c2cccc3c(N(C)C)ccc(c23)C1=O | -2 | -44 | 1 | 101 | 105 | 1 | 55* | -11 | 6
COC(=O)c1ccc(C23CC4(C2)[C@H](CN(C)[C@@H]4c2ccccc2)C3c2ccccc2)cc1 (stereo partly drawn) | / | -17 | 10 | 109 | 106 | / | -0.1 | -4 | -14
c1ccc(-c2nnc(-c3ccccc3)o2)cc1 | -6 | 11 | 3 | 108 | 105 | 3 | 0.9 | 0 | -3
CN1CCN(c2ccccc2NC(=O)c2cccs2)CC1 | 0 | -2 | 3 | 103 | 104 | 19 | -0.1 | -3 | 9
COc1cc2c(cc1OC)CN(C(=O)c1cccc(S(=O)(=O)N(C)C)c1)CC2 | -16 | -8 | 4 | 104 | 108 | -1 | 1.9 | -7 | 3
COc1ccc(OCC(=O)Nc2ccc(C)c(S(=O)(=O)N(C)C)c2)cc1 | -16 | -9 | -3 | 110 | 109 | 5 | -1.0 | 0 | 20
N#CCCN(Cc1cccnc1)C(=O)Nc1ccccc1 | 2 | -10 | -5 | 99 | 99 | -2 | 1.9 | -3 | 21
CCOc1ccc(C(C(=O)NCCOC)N(CCOC)C(=O)CCC(=O)Nc2ccccn2)cc1 (stereo not drawn) | -28 | -7 | 1 | 101 | 96 | 39* | -1.7 | -6 | 3
CCN1C(=O)CC(N2CCC(Nc3ccc(F)cc3)CC2)C1=O (stereo not drawn) | -4 | -6 | -13 | 92 | 94 | -3 | -0.2 | 2 | 19
CCOc1ccccc1C(=O)OCC(=O)Nc1ccc(N2CCCCC2)cc1 | -21 | -15 | -27 | ? | ? | -7 | -1.4 | -3 | -18
FC(F)(F)c1ccnc(N2CCN(Cc3cnc(-c4ccccc4)[nH]3)CC2)c1 | 5 | 5 | -1 | 94 | 97 | -38 | -0.1 | -4 | 16
CN(Cc1ccccc1)C(=O)c1ccc(COc2ccccc2)cc1 | -36 | 16 | 2 | 109 | 105 | -6 | 1.5 | -6 | 14
CCOC(=O)C1C(c2ccccc2)NC(=S)NC1(C)O (stereo not drawn) | 0 | -9 | -3 | 96 | 99 | -1 | 0.2 | 2 | 16
COc1ccccc1CN(C(=O)CNC(=O)c1ccco1)C(C(=O)NCC1CCCO1)c1ccccc1 (stereo not drawn) | -33 | -11 | 2 | 103 | 108 | 4 | 1.1 | -7 | 2
Cc1c([N+](=O)[O-])c(C(=O)Nc2ccc3c(c2)OCCO3)nn1C | -14 | 4 | 0 | 96 | 97 | 0 | 0.4 | -4 | -3
CCc1nnc(NC(=O)CSc2nc3ccccc3o2)s1 | -7 | -58 | 5 | 106 | 108 | -7 | -0.5 | -1 | -1
O=C(CSc1nc2ccccc2c(=O)n1Cc1ccco1)NCc1ccco1 | -16 | 19 | 0 | 102 | 100 | 10 | -5.5 | -1 | 10
C/C(=N\NC(=O)c1ccccc1NC(=O)c1ccc(Cl)cc1)c1ccncc1 | -5 | 72* | -4 | 99 | 96 | 0 | 1.0 | 1 | -1
CCC(=O)N1CCN(c2ccc(NC(=O)COc3cccc(C)c3C)cc2)CC1 | -32 | 2 | -2 | 96 | 98 | 5 | -0.3 | -4 | -10
O=C(NCc1ccccc1Cl)C1CCC(CNc2nc(=S)[nH]c3ccccc23)CC1 (stereo not drawn) | 6 | 0 | -12 | 70 | 14* | -10 | -0.4 | -4 | 8
Additional records
SMILES | DNA FID counter | CRFR2-BP antag | MEKK2 mut-MEK5 | MEKK3 PB1 HTS | MEKK2wt PB1 HTS | HCV NS3 hel inh | CRFR2-BP ag | GalR3 antagonist | SUMO HTRF inh
O=C(Oc1ccc(Br)cc1C(=O)/C=C/c1ccccc1F)c1ccco1 | -3 | -26 | / | / | / | -12 | 1.4 | 24* | /
CCCNC(=O)c1ccc(C2SCC(=O)N2CCc2ccccc2)cc1 (stereo not drawn) | -20 | -15 | 1 | 99 | 99 | 3 | -2.3 | -1 | 5
CCOC(=O)CNC(=O)COc1coc(CN2CCN(Cc3ccccc3)CC2)cc1=O | 8 | 0 | -3 | 104 | 101 | 5 | -0.1 | 1 | -1
O=C(c1c(F)cccc1Cl)N1CCN(S(=O)(=O)c2ccc3c(c2)OCCCO3)CC1 | -23 | 14 | 5 | 99 | 103 | -1 | -0.5 | -3 | 2
Cc1ccsc1/C=N/n1c(=S)[nH]nc(C)c1=O | -2 | -1 | -2 | 98 | 90 | 6 | 0.6 | 8 | 2
Cc1ccc(C(=O)Nc2c3c(nn2C(C)(C)C)CS(=O)(=O)C3)cc1[N+](=O)[O-] | -3 | 8 | -5 | 91 | 91 | 10 | -1.9 | -1 | 3
COc1cc(OC)cc(-n2c3nc4ccccc4nc3c3c(=O)n(CC4CCCO4)cnc32)c1 (stereo not drawn) | / | 14 | -4 | 89 | 92 | / | 2.0 | 8 | 6
Brc1ccc(-c2csc3ncnc(-n4nnc5ccccc54)c23)cc1 | -4 | 41 | 2 | 105 | 102 | -4 | 2.1 | -1 | -18
C=CCn1c(=O)[nH]c2cc(C(=O)N3CCN(c4cc(C)ccc4C)CC3)ccc2c1=O | -36 | -4 | / | / | / | 3 | -0.9 | -6 | 19
CC(C)N1CC(C(=O)Nc2ccccc2)CC1=O (stereo not drawn) | -2 | 4 | -2 | 92 | 111 | 7 | 0.1 | -5 | 14
CCS(=O)(=O)Nc1ccc(C2=NN(C(=O)c3ccco3)C(c3cccc(F)c3)C2)cc1 (stereo not drawn) | -5 | 10 | -6 | 100 | 97 | 5 | -2.0 | -3 | -17
CCC(N1CCOC1=O)S(=O)(=O)c1ccc(C)cc1 (stereo not drawn) | -3 | -5 | 5 | 106 | 111 | 2 | 2.5 | -3 | -5
Brc1ccc(-c2nnc3n2C2(CCCC2)Cc2ccccc2-3)o1 | -25 | -1 | 2 | 106 | 102 | -3 | 0.9 | 0 | 2
CCN(CC)C(=O)c1ccc(O)c(OC)c1 | -3 | 13 | 4 | 91 | 102 | 9 | 0.3 | / | 20
CC1CC(CCC(=O)NC(=S)Nc2ccc(Cl)cn2)C(=O)O1 (stereo not drawn) | -3 | -9 | 2 | 104 | 105 | 3 | 0.6 | -4 | 8
O=C(NCc1ccc2c(c1)OCO2)c1ccc2c(c1)N(Cc1c(F)cccc1Cl)C(=O)CS2 | 0 | 18 | 0 | 110 | 100 | 9 | 1.8 | 4 | -5
CCOC(=O)C1CCN(C(=O)CCc2nnc3ccc(NCc4ccco4)nn23)CC1 | -40 | -3 | 2 | 101 | 104 | 7 | 2.2 | -6 | -10
O=C(NCCO)C1(c2ccccc2)CCCC1 | 1 | 3 | -8 | 87 | 93 | 1 | -1.5 | -1 | 12
O=c1c2c3c(sc2nc2n1CCC2)CCC3 | -2 | -6 | 5 | 103 | 101 | 6 | -1.9 | -3 | 2
COc1ccccc1[C@@H]1C(c2cccc(Cl)c2)=NN(c2ccccc2)[C@H]1C(=O)N1CCOC1=O | -2 | 1 | -1 | 112 | 97 | 7 | 0.2 | / | -8
CCOC(=O)C1CCN(C(c2cc(OC)c(OC)c(OC)c2)c2sc3nc(C)nn3c2O)CC1 (stereo not drawn) | -30 | -27 | 5 | 106 | 108 | -5 | 2.3 | / | -4
CC1(C)CC(=O)C2=C(C1)c1c(ccc3ncccc13)NC2c1cccs1 (stereo not drawn) | -9 | -5 | 2 | 116 | 102 | 4 | 1.1 | -9 | -2
COc1cccc(CNC(=O)c2cccnc2Sc2ccccc2)c1 | -26 | -12 | 3 | 103 | 104 | 3 | -0.2 | -4 | 4
Cc1cccc(NC(=O)CN(C2=NC3CS(=O)(=O)CC3S2)c2ccccc2F)c1 (stereo not drawn) | -27 | -8 | -2 | 101 | 99 | 8 | 0.0 | / | 24

Grouped by structure: those above containing a furan ring, fused or not (six)
SMILES | DNA FID counter | CRFR2-BP antag | MEKK2 mut-MEK5 | MEKK3 PB1 HTS | MEKK2wt PB1 HTS | HCV NS3 hel inh | CRFR2-BP ag | GalR3 antagonist | SUMO HTRF inh
COc1ccccc1CN(C(=O)CNC(=O)c1ccco1)C(C(=O)NCC1CCCO1)c1ccccc1 (stereo not drawn) | -33 | -11 | 2 | 103 | 108 | 4 | 1.1 | -7 | 2
O=C(CSc1nc2ccccc2c(=O)n1Cc1ccco1)NCc1ccco1 | -16 | 19 | 0 | 102 | 100 | 10 | -5.5 | -1 | 10
O=C(Oc1ccc(Br)cc1C(=O)/C=C/c1ccccc1F)c1ccco1 | -3 | -26 | / | / | / | -12 | 1.4 | 24* | /
CCS(=O)(=O)Nc1ccc(C2=NN(C(=O)c3ccco3)C(c3cccc(F)c3)C2)cc1 (stereo not drawn) | -5 | 10 | -6 | 100 | 97 | 5 | -2.0 | -3 | -17
Brc1ccc(-c2nnc3n2C2(CCCC2)Cc2ccccc2-3)o1 | -25 | -1 | 2 | 106 | 102 | -3 | 0.9 | 0 | 2
CCOC(=O)C1CCN(C(=O)CCc2nnc3ccc(NCc4ccco4)nn23)CC1 | -40 | -3 | 2 | 101 | 104 | 7 | 2.2 | -6 | -10

Quoted at random: 2 compounds from above, in no set order.
SMILES | DNA FID counter | CRFR2-BP antag | MEKK2 mut-MEK5 | MEKK3 PB1 HTS | MEKK2wt PB1 HTS | HCV NS3 hel inh | CRFR2-BP ag | GalR3 antagonist | SUMO HTRF inh
CN1CCN(c2ccccc2NC(=O)c2cccs2)CC1 | 0 | -2 | 3 | 103 | 104 | 19 | -0.1 | -3 | 9
CC(C)N1CC(C(=O)Nc2ccccc2)CC1=O (stereo not drawn) | -2 | 4 | -2 | 92 | 111 | 7 | 0.1 | -5 | 14
